Platelet DG rel – platelet dense granule release activity; human platelet-rich plasma, SFLLRN dense granule ATP release, luminescence; inhibition, %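 (compounds screened at 7.5 µM in platelet-rich plasma)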; 300,000 tested, 0.22% active; AID 1663;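 active means mean replicate score, as percent of positive control, at or above 50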
GSK3A inh – blocks human GSK-3 alpha kinase | AID 2650 | ADP-Glo luminescence, 60 min | P49840 | 320,000 tested, 0.1% active | inhibition, % at 10 µM;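 in the data active means inhibition above about 50%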;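 further: GST-tagged GSK-3 alpha with peptide substrate and 25 µM ATP; 0% = DMSO neutral wells and 100% = GW8510 positive control wells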
Target sequence (P49840 whole entry, looked up): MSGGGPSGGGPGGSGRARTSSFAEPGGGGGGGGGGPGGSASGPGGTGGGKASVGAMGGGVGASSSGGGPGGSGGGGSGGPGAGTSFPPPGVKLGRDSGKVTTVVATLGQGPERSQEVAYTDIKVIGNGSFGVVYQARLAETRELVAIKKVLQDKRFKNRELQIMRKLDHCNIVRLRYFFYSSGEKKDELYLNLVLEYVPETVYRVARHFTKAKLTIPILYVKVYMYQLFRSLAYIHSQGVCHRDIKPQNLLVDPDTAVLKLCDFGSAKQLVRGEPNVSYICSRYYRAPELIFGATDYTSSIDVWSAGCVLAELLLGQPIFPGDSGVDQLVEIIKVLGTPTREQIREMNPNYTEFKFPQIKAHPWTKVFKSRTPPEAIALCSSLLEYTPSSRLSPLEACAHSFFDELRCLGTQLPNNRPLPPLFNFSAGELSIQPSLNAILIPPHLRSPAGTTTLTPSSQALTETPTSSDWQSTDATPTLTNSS
HSF1 inh – HSF1 inhibition; NIH3T3-HGL HSE-luciferase, MG132-induced, luminescence 8 h; stronger effect = lower value; activity change, negative = inhibition, % at 7.5 µM (by protocol); 300,000 tested, 0.77% active; AID 2098;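 active means more than half of replicate wells show activity change below -50%, luminescence cut by over half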;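 further: luciferase reports HSF-1 transcriptional activity via heat shock element; 0% = median of DMSO wells and -100% = zero luminescence signal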
HDAC3 inh – blocks human histone deacetylase 3; 320,000 tested, 0.15% active; inhibition, % at 8.3 µM; O15379; recombinant HDAC3, fluorogenic peptide/trypsin coupled, fluorescence; in the data active means inhibition above about 26%, passing the limit was not always enough
Target sequence (O15379 whole entry, looked up): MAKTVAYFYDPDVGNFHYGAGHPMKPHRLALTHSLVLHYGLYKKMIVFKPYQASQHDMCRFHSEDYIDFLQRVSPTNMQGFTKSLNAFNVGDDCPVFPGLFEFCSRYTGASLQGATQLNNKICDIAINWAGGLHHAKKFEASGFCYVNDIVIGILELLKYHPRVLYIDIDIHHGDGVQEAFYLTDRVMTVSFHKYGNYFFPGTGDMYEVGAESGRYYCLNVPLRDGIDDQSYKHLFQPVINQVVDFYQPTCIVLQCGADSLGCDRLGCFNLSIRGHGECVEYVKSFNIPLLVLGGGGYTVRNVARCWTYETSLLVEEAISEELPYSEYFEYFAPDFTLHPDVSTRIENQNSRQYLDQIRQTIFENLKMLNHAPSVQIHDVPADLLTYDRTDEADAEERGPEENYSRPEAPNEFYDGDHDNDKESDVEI
GSK3beta inhib – human GSK3beta kinase inhibition; AID 2097; P49841; activity score (negative = inhibition), % at 10 µM; 300,000 tested, 0.038% active; GST-GSK3beta kinase, ADP-Glo luminescence, 60 min; stronger effect = lower value;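 active means more than half of replicate wells score below -50%, meaning over 50% inhibition versus plate controls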;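 further: 0% = median DMSO wells and -100% = median GW8510 positive control wells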
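Assay system: GST-fused GSK3beta enzyme, cell-free / Medium: Tris pH 7.5 buffer with MgCl2, DTT, BSA, heparin / Also added: peptide substrate plus 25 µM ATP (final) / Compound: 10 µM single point / Timing: kinase reaction with compound 60 min at room temperature / Detection: ADP-Glo luminescence / Benchmarks: DMSO neutral wells and GW8510 at 20 µM as positive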
HSF-1 act – increases HSF-1 driven luciferase reporter signal; NIH3T3-HGL HSF-1 luciferase reporter, MG132, 8 h; 100% = twice DMSO control signal; activation, % at 9 µM; 300,000 tested, 1.7% active; AID 504408;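 active means mean replicate activation of at least 50% with a set share of replicates each reaching 50%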;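 further: 0% = median of the neutral control wells and 100% = twice that signal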
PolyA inhibitor – blocks polyadenylation in yeast reporter cells. 300,000 tested, 0.02% active. S. cerevisiae SKY197-pL101 polyadenylation reporter, beta-gal luminescence; efflux-impaired pdr1/pdr3 knockout yeast; score 100 = 6 SD above DMSO. AID 1875. calls only at 12 µM;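 active means lowest replicate activity score at least 50, where 100 means six control SD above control mean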;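 further: yeast exposed to compound for 9 h at 30 °C; higher score means more reporter readthrough which indicates perturbed polyadenylation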
HSP90 refold inh – blocks HSP90-mediated luciferase refolding in reticulocyte lysate. Rabbit reticulocyte lysate, luciferase refolding luminescence, 3 h. inhibition, % at 5.6 µM. 290,000 tested, 0.91% active. AID 1789;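 active means inhibition above the screen-wide mean plus 3 SD, computed separately per campaign, cut at about 16% in these data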;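 further: 0% = DMSO wells and 100% = 60 µM geldanamycin wells; inhibitors lower the luminescence because luciferase stays unfolded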
AI-2 QS mod – modulates the Vibrio harveyi AI-2 quorum sensing system | Vibrio harveyi JMH597 AI-2 luminescence/OD600 ratio, 9 h; stronger effect = lower value; strain lacks LuxN and CqsS sensors; 0 = neutral-control median | activity change, % at 7.5 µM | 300,000 tested, 0.4% active | AID 2094; in the data active means activity change below about -75%, passing the limit was not always enough;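 further: luminescence divided by OD600 gain over 9 h not by final OD600 alone; inactives centre near 13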
DYRK1A inh – blocks rat Dyrk1A kinase activity; ADP-Glo luminescence, NFATc1 peptide; AID 504441; inhibition, % at 12.5 µM; 310,000 tested, 0.43% active; in the data active means inhibition above about 50%;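 further: plate controls were vehicle with enzyme for no effect and no enzyme for full effect; many of its hits are not listed in these tables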
Numbers without * were called inactive; i = inactive; . = not tested or not shown. These rows are one share of the data (hit frequency here may not be typical).

Platelet DG rel,GSK3A inh,HSF1 inh,HDAC3 inh,GSK3beta inhib,HSF-1 act,PolyA inhibitor,HSP90 refold inh,AI-2 QS mod,DYRK1A inh,Structure
-5,-1,-1,-2,4,3,i,.,6,0,COCCN(C(=O)CSc1n[nH]c(-c2ccccc2)n1)c1c(N)n(CC(C)C)c(=O)[nH]c1=O
-3,-1,8,-2,0,-15,i,1,27,0,O=C(O)c1ccc(COc2ccccc2/C=C2\NC(=O)N(Cc3ccccc3)C2=O)cc1
4,-1,-11,-4,1,-5,i,-4,17,-1,O=C(c1cc(-c2ccncc2)nc2ccc(Br)cc12)N1CCN(c2ccccn2)CC1
6,1,3,-2,1,11,i,2,13,7,O=C(NCCCN1CCOCC1)c1cc2c([nH]c3ccccc32)c(-c2cccc(Br)c2)n1
17,0,14,-1,-1,18,i,-3,17,2,O=C(COc1ccccc1Cl)Nc1ccc(N2CCN(C(=O)c3ccccc3)CC2)cc1
20,-2,-7,-3,0,-12,i,2,8,.,COc1ccc(OCCC(=O)OCC(=O)NCc2ccc(F)cc2)cc1
-6,-3,5,-2,0,-11,i,0,6,.,O=C(Oc1ccc(OC(=O)N2CCCCC2)cc1)N1CCCCC1
.,1,.,-42,.,.,.,2,.,5,C=CCn1c(-c2cccs2)nc2ccccc21
.,1,-4,8,2,4,i,1,6,1,CC1CCN(C(=O)CN(C2CCCCC2)S(C)(=O)=O)CC1
-2,1,-4,-1,2,-4,i,0,10,-11,O=C(CSc1nnc(-c2cccc(S(=O)(=O)N3CCCC3)c2)n1-c1ccccc1)Nc1cccc(C(=O)O)c1
-3,1,-4,-8,-2,-6,i,3,12,-2,CNc1nc(SC)nc(N2CCOCC2)n1
0,-1,-3,4,3,-24,i,-6,4,-1,CC(CN1CCOCC1)OC(=O)C(C)(c1ccccc1)c1ccccc1 (stereo not given)
27,0,12,2,-6,38,i,-1,16,2,CCOc1cccc2sc(NC(=O)c3ccc(Br)s3)nc12
0,-1,2,1,3,-7,i,-1,18,9,O=C1CN(C(=O)CNC(=O)c2ccccc2Cl)c2ccccc2N1
-1,-2,-1,-3,-6,-9,i,2,4,1,NC(=O)C1CCN(C(=O)CCC(=O)c2ccc(Br)cc2)CC1
-3,-1,.,1,6,.,i,6,14,4,O=C1CCCC2=C1C(c1ccccc1O)C1=C(CCCC1=O)O2
2,-4,3,-1,2,31,i,-7,26,-4,Cc1cccc(NC(=O)c2c(-c3ccccc3)noc2C)n1
-7,-1,-1,-4,1,6,i,-4,24,-3,O=c1[nH]c(NCCO)nnc1Cc1ccccc1
3,-6,9,9,2,6,i,-6,23,-5,C=CCc1c(C)nc(-c2ccccc2)nc1N/N=C(\C)c1ccc(N)cc1
2,14,-15,-1,-3,7,i,-1,.,-3,COc1ccc(/C=N/n2c(-c3ccc(C)cc3)n[nH]c2=S)cc1OC
-6,3,11,7,-4,9,i,1,30,3,O=C1CC(c2ccco2)CC(O)=C1C=NCC1NCCc2ccccc21 (stereo not given)
-5,.,-1,-3,2,-2,i,1,3,-34,COc1ccc(C(C)(C)C)cc1NC(=O)COC(=O)c1cc(SC)ccc1Cl
17,4,7,1,2,1,.,-3,-8,10,Cn1c(NCc2ccco2)nc2c1c(=O)n(Cc1ccc(Cl)cc1)c(=O)n2C
-12,2,-8,8,1,0,i,-4,-6,-3,CSc1nc(=NC(C)=O)ss1
-5,-2,3,2,-2,10,i,5,16,1,CCOC(=O)N1CCN(c2nc(-c3ccc(F)cc3)cs2)CC1
12,0,9,-3,0,19,i,.,13,12,Cc1ccc(-c2cc([C@H]3[C@H]4C=CC[C@@H](C)[C@@H]4C(=O)N3Cc3ccccc3)ccc2F)cc1
-5,4,-3,-3,2,5,i,3,17,-4,N/C(=N\OC(=O)Cc1ccc(-c2ccccc2)cc1)c1cccnc1
-2,-3,1,-1,1,-3,i,-2,14,-7,Cc1ccc(-c2nnc(-c3ccncc3)n2-c2ccc(C)cc2)cc1
-4,-4,-2,3,0,-3,.,3,22,-8,O=c1c2ccccc2n2c(-c3ccc(C(F)(F)F)cc3)nnc2n1Cc1ccccc1
10,-1,13,3,-3,34,i,4,16,34,O=C(NCC1CCCO1)c1sc2ccccc2c1Cl (stereo not given)
-3,-2,-3,1,-2,-6,i,2,21,4,Cc1ccccc1NC(=O)c1oc(=O)c2ccccc2c1-c1ccccc1
3,1,13,1,4,3,i,-1,7,1,O=C(CNC(=O)c1cccc(F)c1)OCc1cc(=O)n2cc(Br)ccc2n1
-4,-1,-3,6,0,-10,i,4,13,-2,O=C(OCC(=O)N(C1CCCCC1)C1CCCCC1)c1cnccn1
-11,0,-1,-1,3,2,i,-1,11,-4,COc1cccc(CC(NC(C)=O)C(=O)NC2CCN(C(=O)C3CC3)CC2)c1OC (stereo not given)
0,-1,29,0,-1,30,i,.,19,23,O=C1C=C(c2cc3ccccc3s2)CCC1
-6,.,6,.,-2,-3,i,2,30,-2,Cn1c(=O)c2c(nc(SCC(=O)OCc3ccccc3)n2C)n(C)c1=O
-5,-3,2,3,2,.,i,.,12,7,CCCCC(=O)N1C/C=C\C(c2ccc(OC)cc2)N(Cc2ccc(F)cc2)C(=O)C1 (stereo not given)
1,-1,-5,8,5,-5,i,-3,13,-2,Cc1ccc(CNC(=O)COC(=O)[C@@H]2CC(O)CN2S(=O)(=O)c2ccc3c(c2)OCCO3)cc1 (stereo not given in full)
-10,.,3,.,-8,15,i,-1,40,3,Cn1cccc1/C=C(/C#N)C(N)=S
8,1,4,-2,0,21,i,5,25,-2,COc1c(F)c(F)c(C(=O)Nc2ccc(NC(=O)c3ccco3)cc2)c(F)c1F
4,0,1,12,1,-5,i,4,7,4,CN(C[C@H](Cc1ccccc1)N(C[C@H](Cc1ccccc1)N(CCC(C)(C)C)N=O)N=O)N=O
-2,-1,4,-3,2,6,i,4,14,0,O=C(NCC(c1cccs1)N1CCOCC1)c1ccco1 (stereo not given)
1,1,5,-7,3,7,i,-2,17,-2,CCOCCCNC(=O)c1ccc(Br)cc1
1,7,-3,4,0,-18,i,2,15,2,Cc1c(N2C(=O)c3cccc4cccc(c34)C2=O)cnn1C
2,13,-4,-1,2,-7,i,-1,-23,21,S=c1[nH]nc(C2CCCCC2)n1/N=C/c1ccccc1
0,0,-3,-11,1,11,i,-1,20,0,O=C(O)C1C2CCC(O2)C1C(=O)NCc1ccc(Cl)cc1 (stereo not given)
-7,-1,17,0,-1,4,i,0,21,6,Oc1ccc(Br)cc1/C=N/n1cnc2ccccc21
-5,0,-9,-3,-1,-23,i,2,7,0,COc1ccc(NC(=O)CC2CCCCC2)cc1OC
1,0,1,6,-18,-10,i,5,14,.,Cc1ccc(NC(=O)CN(C)CC(=O)Nc2ccccc2Oc2ccccc2)cc1
8,-1,-14,-3,3,-18,i,-1,21,.,CO/N=C/CC(=O)Nc1ccc(F)cc1F
-1,0,-7,32*,0,-4,i,3,18,-9,COc1ccc(-c2nc(N)n(C(=O)c3ccc(C)cc3)n2)cc1
1,2,-7,1,1,-22,i,1,7,-3,CCOc1ccc2[nH]c(=O)c(CN(CCN3CCCC3)C(=S)Nc3ccccc3OCC)cc2c1
-2,0,-3,-1,-1,-14,i,-1,14,3,Cc1ccc(NC(=O)Nn2cnnc2)c(C)c1
0,-1,-5,-12,-2,-16,i,.,33,5,CCN1CCN(S(=O)(=O)c2ccc(Cl)c(C(=O)N(C)Cc3ccc(F)cc3)c2)CC1
-2,-4,-5,6,0,-1,i,-3,11,-3,Cc1cc(C)c(S(=O)(=O)n2c([N+](=O)[O-])cnc2C)c(C)c1
2,0,20,-2,-6,32,i,3,22,-2,Cc1cc(C)nc(Nc2n[nH]c(-c3ccccc3Cl)n2)n1
-2,-2,-5,3,-2,26,i,2,-24,-5,Cc1ccccc1C(=O)NC(=S)N(CCO)Cc1ccccc1
1,3,-6,-2,3,-4,i,-3,3,14,O=C1CN(C(=O)c2ccccc2Cl)c2ccccc2N1
2,1,-1,-16,-2,-2,i,0,-34,6,O=S(=O)(Nc1ccc(-n2cccc2)cc1)c1ccccc1
-2,3,-9,1,2,-1,i,0,38,1,Nc1nnnn1CC(=O)N/N=C/c1cc([N+](=O)[O-])ccc1O

New compounds follow.
Platelet DG rel,GSK3A inh,HSF1 inh,HDAC3 inh,GSK3beta inhib,HSF-1 act,PolyA inhibitor,HSP90 refold inh,AI-2 QS mod,DYRK1A inh,Structure
4,-2,1,1,1,5,i,-3,-17,21,Cc1ccc(C2C(=O)N(C3CCCC3)CC(=O)N2C2CCCCC2)cc1 (stereo not given)
-9,1,8,-29,1,12,i,1,7,.,Cc1ccc(C)c2c1N(Cc1ccccc1)C(=O)C21OCCO1
-12,-1,14,12,0,-8,i,-3,26,-1,COc1ccc(Cl)cc1NC(=O)C/C(C)=N/NC(=O)c1ccccc1Cl
1,.,2,-44,3,13,i,0,9,2,COc1ccc(NC(=O)c2nnn(Cc3ccc(SC)cc3)c2N)c(OC)c1
-3,-3,-3,7,2,8,i,2,13,5,COc1ccc(-c2c(-c3ccccc3OC)sc3ccccc23)cc1
0,1,7,5,0,12,i,-4,4,-3,O=C(COC(=O)/C=C/C(=O)N1CCN(c2ccccc2)CC1)NC(c1ccccc1)c1ccccc1
1,-1,5,6,3,45,i,4,10,.,C/C(=N/NC(=O)c1cc(-c2ccc(Cl)s2)[nH]n1)c1ccco1
-1,0,-6,-1,-2,-9,i,0,-9,-3,O=C(CN1C(=O)c2cccc([N+](=O)[O-])c2C1=O)NCc1ccccc1
-2,-4,-4,3,0,-1,i,7,35,6,Cc1cc(=O)[nH]c(SCC(N)=O)c1C#N
6,0,-4,0,.,-2,i,-3,.,-2,Cc1cc(C)cc(N2CC(C(=O)NC3CCCCC3)CC2=O)c1 (stereo not given)
-8,-1,0,8,0,-12,i,0,9,6,COc1ccc(/C=N/n2c(C)cc(C)c(C(N)=O)c2=O)cc1
-4,.,-6,-1,0,-2,i,-2,17,0,Cc1ccc2[nH]c(=O)c(CN(Cc3cccnc3)C(=S)NCCCN(C)C)cc2c1
-11,-2,-3,2,.,12,i,.,.,8,O=C(CSc1nncs1)NCCNC(=O)CSc1nncs1
1,-2,-2,6,0,2,i,-3,-6,.,O=C(NCC1CCCO1)c1cccc(S(=O)(=O)N2CCOCC2)c1 (stereo not given)
3,-2,2,0,0,-1,i,0,10,3,Cc1cnc([N+](=O)[O-])n1CCOC(=O)NC(=O)c1ccccc1
4,0,-3,-7,-3,-20,i,-1,16,1,O=C(Nc1nncs1)c1c(F)c(F)c(F)c(F)c1F

Arranged by the number under HSF-1 act (ascending): some entries from above.
Platelet DG rel,GSK3A inh,HSF1 inh,HDAC3 inh,GSK3beta inhib,HSF-1 act,PolyA inhibitor,HSP90 refold inh,AI-2 QS mod,DYRK1A inh,Structure
8,-1,-14,-3,3,-18,i,-1,21,.,CO/N=C/CC(=O)Nc1ccc(F)cc1F
-2,1,-4,-1,2,-4,i,0,10,-11,O=C(CSc1nnc(-c2cccc(S(=O)(=O)N3CCCC3)c2)n1-c1ccccc1)Nc1cccc(C(=O)O)c1
-6,.,6,.,-2,-3,i,2,30,-2,Cn1c(=O)c2c(nc(SCC(=O)OCc3ccccc3)n2C)n(C)c1=O

Screening results as filed in PubChem.
